USP1-UAF1 inh: blocks the human USP1/UAF1 deubiquitinase complex; AID 743255; recombinant USP1/UAF1, Ub-Rhodamine cleavage fluorescence; hit rate 0.23% among 390,000; Potency, µM (highest dose often 57.1 µM), without a hit: at the top dose activity change, negative = inhibition, actives largely listed as inhibitors; note: potency is the fitted concentration of half-maximal effect; % is set by controls: 0 for no effect and ±100 for the full control effect; nearly all actives have a fitted effect of over 60% in size; inactives centre near -12
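USP1/UAF1 complex at 1 nM was preincubated with compound for 15 min at room temperature, then Ub-Rho substrate (150nM final) was added. Fluorescence (480/540 nm) was read kinetically, 6 reads every 60 seconds.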
Vif-A3F inh: Vif-A3F binding inhibition; HeLa A3F-eYFP + Vif (tagged APOBEC3F with the HIV-1 protein that degrades it), YFP fluorescence increase; Potency, µM (highest dose often 46.1 µM), for the others: top-dose activity, negative = active; hit rate 0.2% among 390,000; AID 602313; note: potency is the fitted concentration of half-maximal effect; % of control where 0% means no effect; nearly all actives have a fitted effect of over 65% in size
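Fluorescence increase (Ex 488/Em 500-530) after overnight compound treatment at 37 deg C flags inhibition of Vif-driven A3F-eYFP loss in stable HeLa A3F-eYFP/Vif cells seeded overnight beforehand.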
GRP78 ERSR act: inducers of ER stress response in human glioma cells. U87-MG GRP78 promoter luciferase reporter, 16 h. Potency, µM, for inactives: at the highest dose activation, actives largely listed as activators. hit rate 0.02% among 420,000. AID 602332; note: potency is the fitted concentration of half-maximal effect; series mostly up to about 76 µM; % of control where 0% means no effect; nearly all actives have a fitted effect of over 35% in size
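ERSR induction read as luciferase luminescence (Bright-Glo, 10 min at room temperature) in stably transfected human U87-MG glioma cells exposed to compounds for 16 h, using GRP78 as sensor.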
mIDH1 inhibitor: blocks human mutant IDH1 R132H enzyme; IDH1-R132H enzyme, NADPH consumption, diaphorase/resazurin fluorescence; hit rate 0.093% among 390,000; Potency, µM (top dose mostly 76.6 µM), for inactives: top-dose activity change, negative = inhibition, actives largely listed as inhibitors; O75874; AID 602179; note: potency is the fitted concentration of half-maximal effect; % is set by controls: 0 for no effect and ±100 for the full control effect; nearly all actives have a fitted effect of over 65% in size
Target sequence (O75874 whole entry R132H, stated change not applied): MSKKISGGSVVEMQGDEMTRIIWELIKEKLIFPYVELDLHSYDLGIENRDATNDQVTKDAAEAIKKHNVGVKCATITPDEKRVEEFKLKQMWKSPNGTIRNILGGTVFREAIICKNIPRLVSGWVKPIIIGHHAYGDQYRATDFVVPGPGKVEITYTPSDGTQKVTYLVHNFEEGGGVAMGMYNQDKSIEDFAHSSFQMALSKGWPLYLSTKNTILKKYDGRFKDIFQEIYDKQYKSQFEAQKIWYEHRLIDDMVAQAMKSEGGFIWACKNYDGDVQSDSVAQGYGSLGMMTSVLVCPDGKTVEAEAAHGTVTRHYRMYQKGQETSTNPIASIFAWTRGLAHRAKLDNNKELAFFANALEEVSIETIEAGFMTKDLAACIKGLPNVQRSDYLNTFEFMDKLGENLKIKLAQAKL
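IDH1-R132H (0.5 ug/mL dispensed) in pH 7.5 Tris buffer was preincubated 30 min with compound, then given a substrate mix of 0.016 mM NADPH and 2 mM alpha-KG for 80 min at room temperature; remaining NADPH was read by diaphorase/resazurin fluorescence.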
TrxR1 substrate: rat thioredoxin reductase 1 substrate activity; Potency, µM (doses to about 114 µM), inactives show at the highest dose activity change, negative = substrate turnover; AID 588456; hit rate 0.01% among 390,000; purified TrxR1 substrate turnover, NADPH consumption readout; O89049; note: potency is the fitted concentration of half-maximal effect; % is set by controls: 0 for no effect and ±100 for the full control effect; nearly all actives have a fitted effect of over 50% in size
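Rat TrxR1, dispensed at 90 nM, was prereduced with 400 uM NADPH (final) for 5 min at ~22 deg C, then incubated with compound 15 min before 400 uM selenite. A first-read NADPH fluorescence drop versus no-compound background flagged substrates.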
LDHA inh: inhibitors of human lactate dehydrogenase A. P00338. purified LDHA, NADH/diaphorase-resazurin fluorescence; stronger effect = lower value. activity change, % (values are at about 110 or 230 µM). hit rate 0.15% among 480,000. AID 1347041; in the data active = activity change below about -30%; inconclusive = mostly about -25% to -30%;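 note: plate controls were DMSO wells for no effect and wells without enzyme for full effect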
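LDH5 2 nM; NADH 0.06 mM, pyruvate 0.2 mM; 200 mM Tris pH 7.4, EDTA, Tween-20; 5 min RT. Detection: diaphorase 0.133 mg/mL + resazurin 37 µM, fluorescence ex540/em590 at 0 and 20 min; normalized to enzyme-free and DMSO wells.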
RGS4 inhibitor: blocks human RGS4-accelerated GTP hydrolysis; Transcreener GDP fluorescence polarization, RGS4-accelerated GTP hydrolysis; Potency, µM (doses to about 114 µM), for the others: at the top dose activity change, negative = inhibition, most hits filed as inhibitors; hit rate 0.039% among 390,000; note: potency is the fitted concentration of half-maximal effect; % is set by controls: 0 for no effect and ±100 for the full control effect; nearly all actives have a fitted effect of over 75% in size; some results filed as inactive show a strong effect at the top dose
Target sequence (P49798 whole entry, looked up): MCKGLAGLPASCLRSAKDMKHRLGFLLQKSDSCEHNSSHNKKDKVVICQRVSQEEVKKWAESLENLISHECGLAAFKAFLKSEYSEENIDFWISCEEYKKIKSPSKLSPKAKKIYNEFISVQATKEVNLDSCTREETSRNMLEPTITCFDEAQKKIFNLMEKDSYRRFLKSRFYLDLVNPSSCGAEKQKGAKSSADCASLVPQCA
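MLSMR compounds (23 nl, pin-transferred) preincubated 10 min at room temperature with a 500nM (2x) first reagent, then RGS4 at 900nM (2x) plus Transcreener GDP mix added; fluorescence polarization (620/688 nm) read before and after 90 min at 30 °C.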
Vif-A3G inh: Vif-A3G binding inhibition; hit rate 0.076% among 410,000; Q9HC16; HeLa A3G-eYFP + Vif (tagged APOBEC3G with the HIV-1 protein that degrades it), YFP fluorescence, overnight; Potency, µM (highest dose often 46.1 µM), for the others: top-dose activity, negative = active, usual class: inhibitors;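 note: potency is the fitted concentration of half-maximal effect; % is set by controls: 0 for no effect and ±100 for the full control effect; nearly all actives have a fitted effect of over 60% in size; hits raise eYFP signal because A3G escapes Vif-driven loss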
Target sequence (Q9HC16 whole entry, looked up): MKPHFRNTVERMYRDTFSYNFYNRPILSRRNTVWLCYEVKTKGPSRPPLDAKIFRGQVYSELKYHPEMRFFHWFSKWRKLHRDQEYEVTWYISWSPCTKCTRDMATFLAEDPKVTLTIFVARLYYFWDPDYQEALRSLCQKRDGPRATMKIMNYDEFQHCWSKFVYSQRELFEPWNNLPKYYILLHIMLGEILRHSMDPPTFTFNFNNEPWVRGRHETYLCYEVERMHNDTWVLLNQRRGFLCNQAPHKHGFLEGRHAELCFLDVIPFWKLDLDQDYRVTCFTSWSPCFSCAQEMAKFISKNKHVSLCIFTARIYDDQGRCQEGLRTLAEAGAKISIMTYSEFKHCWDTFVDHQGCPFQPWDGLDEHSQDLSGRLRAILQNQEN
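HeLa cells stably expressing Vif and C-terminally eYFP-tagged A3G, seeded overnight at 37 deg C, then exposed to compound by pintool overnight at 37 deg C. Rise in yellow fluorescence (Ex 488/Em 500-530, Acumen) marks blocked Vif-driven A3G degradation.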
TrxR1 inh: blocks rat thioredoxin reductase 1. recombinant rTrxR1, NADPH fluorescence consumption, selenite substrate. Potency, µM (titrated, usually from 114 µM), for the others: at the top dose activity change, negative = inhibition, hits mostly inhibitors. hit rate 1% among 390,000. AID 588453; note: potency is the fitted concentration of half-maximal effect; % is set by controls: 0 for no effect and ±100 for the full control effect; nearly all actives have a fitted effect of over 65% in size
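Rat TrxR1 (90 nM in the dispensed reagent) was pre-reduced with 400 uM NADPH for 5 min at room temperature, then incubated with compound for 15 min. After 400 uM selenite was added, NADPH fluorescence (Ex 340/Em 450 nm) was followed for 8 min.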
Active calls of the source: *; ? = inconclusive; . = not tested or not shown; [ ] = remark or other dose. Unless noted, calls come from the whole dose curve; as a rule, active = well fitted curve in the direction sought with a large enough effect; inconclusive = small, poorly fitted or top-dose-only effect, or another doubt; inactive = no such curve, though single readings can be large; an effect the other way counts as inactive or inconclusive. Only part of the results is shown; the hit share may differ from the screen's.

SMILES | USP1-UAF1 inh | Vif-A3F inh | GRP78 ERSR act | mIDH1 inhibitor | TrxR1 substrate | LDHA inh | RGS4 inhibitor | Vif-A3G inh | TrxR1 inh
c1ccc(-c2cn3nc(-c4ccccc4)sc3n2)cc1 | -16% | 5% | 3% | -4% | 5% | -8 | -13% | -2% | 23%
COc1ccc(N2CCN(C(=O)Cn3ncc4c([nH]c5ccccc54)c3=O)CC2)cc1 | -19% | 0% | -8% | 4% | 0% | -1 | -11%[56.9 µM] | 1% | 12%
COc1ccc(-c2cc(C(=O)Nc3cc(C)nn3-c3ccccc3)no2)cc1 | -2% | . | -1% | 9% | 0% | -7 | 31% | 3% | 8%
COc1cc(NC(=O)c2ccc(-c3ccc(Br)cc3)o2)ccc1NC(=O)C(C)C | -11% | -1% | -4% | 0% | 11%[57.1 µM] | -3 | 13% | -2% | -38%
Cc1ccccc1OCC(=O)Nc1ccccc1N1CCOCC1 | -7% | 1% | -4% | 8% | -6% | -2 | -43% | -11% | -5%
CC(=O)NCCc1ccc(O)cc1 | -18% | 6% | -2% | -1% | 11%[57.1 µM] | 1 | 6% | 1% | 8%[57.1 µM]
COc1ccc([C@H]2CC(=O)C=C(c3cccc(OC(F)(F)F)c3)C2)cc1 | -11% | 6% | -3% | -8% | 3% | 3 | -7% | -2% | 23%
O=C(NC1CCN(C(=O)Nc2cccc(F)c2)CC1)C1CCCCC1 | -10% | 6% | -7% | 2% | -7% | -2 | -13% | 0% | -20%
O=C(COC(=O)c1ccc(Br)cc1)NCc1ccc(F)cc1 | -33% | -5% | -2% | 4% | 0% | -3 | -4% | 2% | 14%
CS(=O)(=O)c1ccc2c(c1)SC1=NC(=O)/C(=C/c3ccco3)C(=N)N12 | -8% | -23% | -2% | 5% | -14% | 1 | ? | -10% | ?
C/C(=N\NC(=O)c1cccc([N+](=O)[O-])c1)c1ccco1 | -15% | -4% | 2% | 6% | 7%[11.4 µM] | 1 | -8% | -1% | 20%[11.4 µM]
COc1ccc(NC(=O)c2cccc(N3C(=O)NC4CC3(C)Oc3ccccc34)c2)cc1 (stereo unspecified) | -5% | -4% | -2% | 3% | 7% | -3 | -15%[56.9 µM] | -2% | 10%
O=C1c2cc([N+](=O)[O-])cc3cc([N+](=O)[O-])cc(c23)C(=O)N1c1ccccn1 | -9% | ? | -6% | 12% | -24% | 21 | -4% | -1% | ?
CC(=O)Nc1nonc1-c1nc2ccccc2n1Cc1nnc(C)o1 | -19% | -8% | -4% | 1% | 23%[57.1 µM] | -8 | 31% | 2% | -2%[57.1 µM]
O=C(CNc1cccc2ccccc12)N/N=C/c1ccc(OC(=O)/C=C/c2ccco2)cc1 | -22% | -2% | 0% | 4% | 8% | 22 | -46% | -14% | 17%
COc1ccccc1OCCNC(=O)c1cc(C2CC2)nc2c1cnn2C(C)C | -13% | 4% | 0% | 2% | -7% | -8 | -5% | -3% | 3%
CC1CN(CCOCCSc2ccc(Cl)cc2)CC(C)O1 (stereo unspecified) | -11% | 0% | -2% | 0% | 7% | -14 | -2% | 4% | 13%
C=CCC1NS(=O)(=O)OCC1NC(=O)OCC(Cl)(Cl)Cl (stereo unspecified) | -25% | 0% | -2% | -11% | 3%[57.1 µM] | -3 | 7% | 0% | 10%[57.1 µM]
N#C/C(=C/c1cn[nH]c1-c1ccc(Br)cc1)C(=O)O | -15% | -7% | -6% | ? | 9%[57.1 µM] | -11 | 14% | -4% | 28%[57.1 µM]
COC(=O)c1sc2ncccc2c1OCc1ccc(Cl)cc1Cl | -11% | 1% | -2% | 9% | 17% | -2 | 9% | -1% | 33%
CN(CCc1ccccn1)C(=O)Nc1ccc(Cl)cc1 | -15% | 1% | 3% | 4% | 0% | -14 | 32% | 1% | 19%
CCOC(=O)C(C)Oc1cccc2c(=O)n(CC(=O)NCc3ccco3)ccc12 (stereo unspecified) | -8% | -18% | -4% | 6% | 6% | -2 | -12% | ? | -2%[57.1 µM]
CC(=O)Nc1cccc(OCc2ccc(F)cc2)c1 | 3% | -7% | 4% | 1% | 7%[57.1 µM] | -6 | 1% | 0% | 12%[57.1 µM]
CS(=O)(=O)Cc1ccc(C(=O)N2CCN(C(=O)c3cccs3)CC2)cc1 | -6% | 3% | -6% | -10% | -1% | -2 | 7% | -6% | 5%
COc1ccc(NC(=O)c2cn(C)c(=O)c3cc(OC)c(OC)cc23)cc1OC | -20% | -3% | 0% | 1% | 0% | -4 | -2% | -8% | 10%
O=C(Cn1nc(-c2ccc(Cl)cc2)ccc1=O)NCCc1ccccc1 | -31% | 0% | -2% | 4% | 8%[57.1 µM] | 3 | 2% | -1% | 20%[57.1 µM]
COCCOC(=O)c1c(C)oc2ccc(OCc3cc(C(=O)OC)oc3C)cc12 | ? | 0% | -3% | 5% | -5% | 4 | -25% | -1% | 28%
COc1ccc(NC(=O)c2sc3nc(-c4cccnc4)ccc3c2N)cc1OC | -3% | 5.6µM* | -9% | 3% | 12%[57.1 µM] | -4 | 21% | ? | 39%[activator][57.1 µM]
C=CCNC(=S)NNC(=O)C(CCCC)CC(C)O (stereo unspecified) | -20% | 4% | -5% | 1% | -7%[57.1 µM] | -5 | -14% | -5% | 12%[57.1 µM]
O=C(NC1C/C(=N/O)c2cc3c(cc21)OCO3)C(F)(F)F (stereo unspecified) | -3% | ? | -3% | 6% | 2% | -4 | 30% | 4% | 29%
COc1ccc(-c2cc(C(=O)NCc3cc(OC)c(OC)c(OC)c3)[nH]n2)cc1 | -19% | -5% | 2% | 0% | 6% | 4 | -9% | -4% | 14%
CCOc1cc(C(=O)CCC(=O)OCC(=O)N2c3ccccc3NC(=O)C2(C)C)ccc1O | -5% | -2% | -3% | 0% | -7% | -5 | 9% | -2% | -8%
COc1ccc(S(=O)(=O)N(C)C[C@H]2Oc3c(NS(=O)(=O)c4ccc(F)cc4)cccc3C(=O)N([C@H](C)CO)C[C@@H]2C)cc1 | -27% | 4% | -4% | 1% | -6% | 1 | 7% | -4% | 12%
COc1ccc(C2=NOC(C(=O)NCc3cccs3)C2)cc1 (stereo unspecified) | -10% | 0% | -2% | 0% | -5% | -6 | -3% | ? | -7%
Cc1cc(C)c(Cc2c(C)nc3c(C(=O)NCc4ccco4)cnn3c2C)c(C)c1 | -14% | ? | -2% | -8% | 124%[activator] | 3 | ? | 0% | 95%[activator]
Cc1cc(C)n2nc(C(=O)OCC(=O)NCc3ccccc3)nc2n1 | -9% | -1% | -3% | -10% | -8% | 1 | -22% | 2% | 6%
COC(=O)C1C2CCCCC1C(=O)O2 (stereo unspecified) | -14% | -15% | -6% | 2% | -9% | -5 | -16% | 2% | -13%
COc1ccc(/C=C\c2onc(C)c2S(=O)(=O)N2CCC(C(=O)NCc3ccco3)CC2)cc1 | -20% | -15% | -1% | -11% | 18% | 0 | -12% | -9% | 10%
Cc1ccc(CS(=O)Cc2ccc(C(=O)NC3CCCCCC3)o2)cc1 (stereo unspecified) | -14% | 1% | -1% | 3% | 10% | 1 | -8% | -2% | ?
CCOC(=O)Cn1nc(C(F)F)c(Br)c1C | -6% | -9% | -4% | -2% | 4%[57.1 µM] | -11 | -12% | 0% | 13%[57.1 µM]
CS(=O)(=O)N1CCC(C(=O)N2CCN(c3ccccc3F)CC2)CC1 | -17% | ? | -3% | -2% | 6%[57.1 µM] | -7 | ? | 2% | 4%[57.1 µM]
C#CCN1C(=O)C(O)(CC(=O)/C=C/C=C/c2ccccc2)c2ccccc21 (stereo unspecified) | -19% | -6% | 0% | 9% | -6% | -1 | -24%[56.9 µM] | -11% | 28µM*
Cc1ccccc1-c1cc(C(=O)O)nn1CC1CC(c2cccc([N+](=O)[O-])c2)=NO1 (stereo unspecified) | -24% | 0% | -3% | 0% | 4% | 1 | 13% | 2% | -8%
COc1cccc(CC2(CO)CCCN(Cc3ccc(-c4ccco4)cc3)C2)c1 (stereo unspecified) | -11% | -8% | -2% | -1% | 5% | -1 | ? | 6% | ?
O=C(Nc1ccc2c(c1)N(S(=O)(=O)c1cccs1)CCC2)c1c(F)cccc1F | -23% | 5% | -3% | 9% | -7% | -3 | -26% | 1% | 0%
CCN1C(=O)c2cccc3c(S(=O)(=O)N(C(=O)c4cccnc4)c4ccc(OC)cc4)ccc1c23 | -2% | -15% | -6% | 1% | 117%[activator] | 2 | 8% | -16% | 111%[activator]
CCc1ccc(-n2c(=O)c3c4c(sc3n(Cc3ccccc3C#N)c2=O)CCC4)cc1 | -26% | -4% | -1% | 12% | 4% | -1 | 3% | 0% | 16%
CCCCC1=CC2=C(c3ccco3)C(=O)C(C)(OC(=O)c3ccc(OC)cc3)C(=O)C2=CN1Cc1ccco1 (stereo unspecified) | ? | 2% | -6% | 1% | -1% | 2 | ? | 1% | -30%

Bioassay records: PubChem, National Center for Advancing Translational Sciences (NCATS)
